# 12-LOX inh: ALOX12 (human) lipoxygenase inhibition. purified 12hLO, xylenol orange hydroperoxide absorbance. Potency, µM (highest dose often 108 µM), without a hit: top-dose activity change, negative = inhibition, actives largely listed as inhibitors. 1.1% of 580,000 active. AID 1671190; active means well fitted inhibition curve with a large enough effect; inconclusive means small, poorly fitted or top-dose-only effect, or another doubt; inactive means no such curve, though single readings can be large or run the other way
# Target sequence (P18054 whole entry, looked up): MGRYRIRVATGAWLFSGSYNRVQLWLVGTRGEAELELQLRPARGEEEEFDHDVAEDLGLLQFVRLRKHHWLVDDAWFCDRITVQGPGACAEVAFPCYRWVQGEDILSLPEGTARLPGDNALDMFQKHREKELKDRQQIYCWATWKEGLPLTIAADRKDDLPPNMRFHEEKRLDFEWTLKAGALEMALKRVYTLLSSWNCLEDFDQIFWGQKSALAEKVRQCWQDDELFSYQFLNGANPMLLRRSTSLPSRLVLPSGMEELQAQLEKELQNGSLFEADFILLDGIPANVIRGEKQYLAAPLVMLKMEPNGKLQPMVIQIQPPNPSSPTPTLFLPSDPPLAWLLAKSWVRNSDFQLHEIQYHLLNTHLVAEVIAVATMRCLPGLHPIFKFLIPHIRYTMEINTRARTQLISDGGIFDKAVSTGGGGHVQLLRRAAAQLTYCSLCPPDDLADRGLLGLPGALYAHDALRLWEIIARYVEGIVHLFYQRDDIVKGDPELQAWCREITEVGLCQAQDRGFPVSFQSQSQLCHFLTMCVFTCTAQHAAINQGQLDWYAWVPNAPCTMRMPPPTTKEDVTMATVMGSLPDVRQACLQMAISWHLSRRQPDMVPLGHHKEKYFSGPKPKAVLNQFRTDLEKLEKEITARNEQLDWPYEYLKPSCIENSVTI
#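 Hydroperoxide product was detected by ferrous iron/xylenol orange as the 573 to 405 nm absorbance ratio. Arachidonic acid at 40 uM (final) was turned over for 30 min at room temperature by 150 nM human 12hLO, pH 7.0 Hepes buffer, after 15 min compound preincubation.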
# Active calls of the source: *; u = inconclusive; [ ] = dose if it differs, or a comment. On the % scale 0 is the no-effect control and ±100 the full control effect; potency means the concentration at half of the fitted maximal effect. Not all compounds are listed; the hit share may differ from the screen's.
SMILES,12-LOX inh
CCn1cnnc1SCC(=O)c1[nH]c(C)c(C(=O)OC)c1C,-2%
CN1CCN(C(=O)CN2CCN(C(C(=O)O)c3cn(CC(=O)O)c4cc(F)ccc34)CC2)CC1 (stereo not given),u
Cc1ccc(-c2ccc3nnc(CNC(=O)c4cccc(C#N)c4)n3n2)cc1,5%
Cc1cccc(C(C(=O)N(C)Cc2ccon2)N(C)C)c1 (stereo not given),15%
CCCNC(=O)C(C)NC(=O)c1ccc2ccccc2n1 (stereo not given),-19%
Cc1ccc(NC(=O)C2CCN(C(=O)C(C)(C)C)CC2)cc1S(=O)(=O)N1CCCCC1,-8%
COc1ccc(C(=O)N2C(C(=O)NCc3ccccc3)COC23CCN(C(=O)C(C)(C)C)CC3)cc1 (stereo not given),50%[activator]
COc1cccc(C(=O)NN2CC(O)=C(c3nc(-c4ccc(Br)cc4)cs3)C2=N)c1,u
CCOC(=O)C1=CN(CC(=O)Nc2ccc(OCC)cc2)S(=O)(=O)N=C1C,21%
CNc1nc(-c2ccc(NC(=O)C(C)C)cc2)cs1,u
O=C1CN(C(=O)c2cc(-c3ccccc3)nc3ccccc23)CCN1,0%
COc1ccc2c(C)c(CCC(=O)NCCCN3CCOCC3)c(=O)oc2c1,-2%
Cc1ccccc1NCc1nc2c(n1Cc1ccccc1)C(=O)N(CCOc1ccccc1)CCN2,31%[activator]
COc1ccc(Cl)cc1NC(=O)Cn1c(C)cc(=O)n2nc(-c3cccs3)nc12,5%
COCC1CN(C(C)=O)CC12CCN(C(=O)c1cc(Cl)ccc1OC)CC2 (stereo not given),0%
COCCN1CCCC2(CCN(C(=O)C3(C)CCCCC3)C2)C1=O (stereo not given),0%
Cc1oc(-c2ccccc2)nc1CC(=O)NCC1(N2CCOCC2)CCCCC1,u
CC(C)n1ncc2cc(NC(=O)CCc3ncc(-c4ccccc4F)o3)cnc21,u
Cc1cccc(NC(=S)NN)c1,u
O=C(c1ccoc1)N1CCCC(c2nc(C3CCOCC3)no2)C1 (stereo not given),-2%
CC1=Nc2c(cnn2-c2ccc(C)c(Cl)c2)C2=NCCCN12,2%
O=C(Cn1cccc1-c1nc(-c2ccccc2)no1)Nc1cccc(Cl)c1,19%
CC(=O)c1ccc(NC(=O)O[C@@H]2CO[C@H]3[C@@H]2OC[C@@H]3NC(=O)c2ccc(C)cc2)cc1,8%[176 µM]
COc1cc(CNCCCO)ccc1OCC(O)CN1CCSCC1 (stereo not given),0%
CC(C)S(=O)(=O)N1CCC(Nc2cccnc2)C1 (stereo not given),41%[activator]
N#Cc1ccccc1C[C@H](N)C(=O)NC[C@H]1O[C@@H](n2ccc(N)nc2=O)[C@H](O)[C@@H]1O,36%[activator]
O=C(Cc1cccc(F)c1)N1CCC[C@H]1c1nc(-c2ccc(F)cc2)no1,7%
O=C(Nc1ccn(CCCN2CCN(c3ccccc3)CC2)c(=O)n1)OCc1ccccc1,u
Cc1ccc(OC(C)C(=O)NCCc2c[nH]c3ccccc23)cc1 (stereo not given),u
Cc1ccc(NC(=O)CSCC(=O)N(C)Cc2c(F)cccc2Cl)cc1,-11%
O=c1[nH]cc(S(=O)(=O)N2CCN(c3ccc(F)cc3)CC2)c(=O)[nH]1,-4%
CN(C)c1ccc(C(=O)/C=C/c2ccccn2)cc1,u
CC1CCc2c(sc(NC(=O)C(C)C)c2C#N)C1 (stereo not given),-11%
COc1ccc(C(=O)N2CCN(Cc3ccc(=O)n(C)c3)CC2)cc1F,22%
O=C(O)c1cnc(/C=C/c2csc(-c3ccccn3)n2)s1,-16%
CCn1c(SCc2nc(-c3ccccc3C)oc2C)nc2c(=O)[nH]cnc21,19%
CCC1CN(CCNC(=O)c2ccnc(Cl)c2)Cc2cc(OC)ccc2O1 (stereo not given),11%
Cc1cc2c(nc1C)CCCN2S(=O)(=O)c1ccc(C#N)cc1,-14%
O=[N+]([O-])c1cc(S(=O)(=O)Nc2ccccc2)ccc1N/N=C/c1c(F)c(F)c(F)c(F)c1F,0%
O=C(N[C@@H]1CN(C(=O)Nc2ccc(F)cc2)CCC[C@H]1O)c1ccc(O)cc1,0%[176 µM]

# Five entries from above, bar-delimited.
compound | 12-LOX inh
CCC1CN(CCNC(=O)c2ccnc(Cl)c2)Cc2cc(OC)ccc2O1 (stereo not given) | 11%
O=c1[nH]cc(S(=O)(=O)N2CCN(c3ccc(F)cc3)CC2)c(=O)[nH]1 | -4%
O=[N+]([O-])c1cc(S(=O)(=O)Nc2ccccc2)ccc1N/N=C/c1c(F)c(F)c(F)c(F)c1F | 0%
Cc1cc2c(nc1C)CCCN2S(=O)(=O)c1ccc(C#N)cc1 | -14%
CC1CCc2c(sc(NC(=O)C(C)C)c2C#N)C1 (stereo not given) | -11%

# The listing picks up; the 3 compounds before the break are reprinted first.
SMILES,12-LOX inh
Cc1cc2c(nc1C)CCCN2S(=O)(=O)c1ccc(C#N)cc1,-14%
O=[N+]([O-])c1cc(S(=O)(=O)Nc2ccccc2)ccc1N/N=C/c1c(F)c(F)c(F)c(F)c1F,0%
O=C(N[C@@H]1CN(C(=O)Nc2ccc(F)cc2)CCC[C@H]1O)c1ccc(O)cc1,0%[176 µM]
Cc1cc(Br)ccc1NC(=O)CNC(=O)c1cc(=O)c2ccccc2o1,u
COc1ccccc1-c1nccc2c(=O)cc(C3=CCOCC3)oc12,u
Cc1ccc(Cc2c(-c3ccc(C#N)cc3)nc3c4ccccc4ccn23)cc1,u
O=c1[nH]c(C2CCN(Cc3ccc(C(F)(F)F)cc3)CC2)nn1Cc1ccccc1,20%
CCN1C=C(C(=O)O)C(C)=NS1(=O)=O,35%[activator]
O=S(=O)(c1ccc2c(c1)OCCO2)N1CCC2(CCNCC2)C1,47%[activator]
CC1(C(=O)NS(=O)(=O)c2ccc(Cl)s2)CCN1C(=O)c1ccccc1CCc1ccccc1 (stereo not given),-4%
CCOC(=O)C(C#N)C(N)=O (stereo not given),u
Cc1noc([C@@H]2CN(Cc3cc(Cl)ccc3F)C[C@H]2CO)n1,-2%
CN1OC[C@@H]2CN(S(=O)(=O)c3cccc4ccccc34)[C@H](c3ccc(-c4ccccc4)cc3)C[C@@H]21,-4%
Cc1noc(C)c1S(=O)(=O)N1CCC2(CC1)CC(OCC1CC1)CCO2 (stereo not given),43%[activator]
CC(=O)c1c(C)nn(CC(=O)N2CCC(c3cc(C(C)C)n[nH]3)CC2)c1C,18%
CC(=O)N1CCN(c2ncnc3c2CN(C2CCCNCC2)C(=O)CN3C)CC1 (stereo not given),3%[6.33 µM]
Cc1cc(=O)c(C(=O)OCC#N)nn1-c1cccc(C(F)(F)F)c1,u
COc1ccccc1-n1cnnc1SCC(=O)NC(C)c1ccc(-c2ccccc2)cc1 (stereo not given),1.6µM*
O=C(c1ccccc1)N1CCC2(CC1)Cc1ccccc1NC2=O,70%[activator][176 µM]
C[C@@H]1CN([C@H](C)CO)S(=O)(=O)c2ccc(Br)cc2O[C@@H]1CN(C)C(=O)Nc1ccc(C(F)(F)F)cc1,-15%
FC(F)(F)c1cccc(CSc2nc(-c3cccs3)cc(C(F)(F)F)n2)c1,3%
CCCC(=O)N1CCC(N2C(=O)C3(CCCCC3)C2c2ccncc2)CC1 (stereo not given),29%
CN1CCN(C2CCOC3(CCN(S(=O)(=O)c4cn(C)cn4)CC3)C2)CC1 (stereo not given),11%

# Sorted by the number under 12-LOX inh (smallest number first): 3 of the compounds above.
SMILES,12-LOX inh
C[C@@H]1CN([C@H](C)CO)S(=O)(=O)c2ccc(Br)cc2O[C@@H]1CN(C)C(=O)Nc1ccc(C(F)(F)F)cc1,-15%
CN1CCN(C2CCOC3(CCN(S(=O)(=O)c4cn(C)cn4)CC3)C2)CC1 (stereo not given),11%
CCCC(=O)N1CCC(N2C(=O)C3(CCCCC3)C2c2ccncc2)CC1 (stereo not given),29%

# (listing goes on)
SMILES,12-LOX inh
Cc1ccc(S(=O)(=O)N2CCCCC2)cc1NC(=O)COC(=O)c1ccccc1C(F)(F)F,u
CC(C)CCNc1nc2ccccc2nc1NS(=O)(=O)c1ccc(F)cc1,0%
CNC(=O)[C@@H]1CN(C(=O)c2nn(C)c3ccccc23)C[C@H]1CO,2%
Cc1oc(-c2ccccc2)nc1CC(=O)Nc1ccc2ccccc2c1,4%
CN1C=Nc2c(ncn2C2CCC(CO)O2)C1O (stereo not given),8%
N#Cc1ncn(Cc2coc(-c3cccc(Cl)c3)n2)n1,u
N#C/C(=C/c1ccncc1)C(=O)NCCc1ccccc1,u
Cn1ccc2c(-c3ccc(F)cc3)cc3c(c21)C1CCC3C1 (stereo not given),-12%
COCCN1C(=O)CS(=O)C12CCN(S(=O)(=O)c1ccc(F)cc1)CC2 (stereo not given),42%[activator]
CCCOc1ccc(F)cc1-c1cc(C(=O)NCc2ccco2)[nH]n1,-15%
O=C(Nc1nnc([C@H]2C[C@H](O)[C@@H](CO)O2)s1)C(c1ccccc1)c1ccccc1,4%
CCc1ccccc1NC(=O)Cn1c(N2CCc3ccccc3C2)nc(C)cc1=O,u
C[C@@]12CO[C@@H](COc3ccccc3)O[C@@H]1CC[C@]1(C)C2CC[C@@H](O)[C@H]1CC(=O)NCc1cc(F)cc(F)c1 (stereo not given in full),69%[activator]
O=C(COc1ccc(Br)cc1)N1CCC(c2ccccc2)=N1,24%
CCCCNc1c(-c2ccccn2)nc2nc(C)cc(C)n12,u
N#CC1(NC(=O)Cc2c[nH]c3cc(F)ccc23)CCC1,3%
CC(C)(C)NC(=O)/C(=C/c1ccc(-c2ccc(Cl)cc2)o1)NC(=O)c1ccc(Cl)cc1,u
CC(=O)Nc1ccc(S(=O)(=O)N[C@H]2CO[C@H]3[C@@H]2OC[C@@H]3n2nnnc2Oc2cccc(N(C)C)c2)cc1,0%
COc1ccccc1/C=C/C=C(/C#N)c1nc2ccccc2[nH]1,u
COc1ccc(CN2CCc3nc(C(=O)Nc4cccnc4)oc3CC2)cc1OC,9%[176 µM]
COc1cccc(CC(=O)Nc2ccc3c(N4CCCCC4)ncnc3c2)c1,40%[activator]
CN1CCN(c2ccc(NC(=O)c3cccc(S(=O)(=O)NCc4cccs4)c3)cc2)CC1,u
CCOc1ccccc1C(=O)N[C@@H]1CN(c2ncccn2)C[C@H]1CO,22%
CC(N(C)CC(=O)NC(C)(C#N)C(C)C)C(C)(C)C (stereo not given),-23%
CCCN1CCC2(CCN(C(=O)c3cccc(OC)c3)CC2)Oc2ccccc21,5%
O=C(C1CC1)N1CCCC(c2nnnn2-c2ccccc2)C1 (stereo not given),15%
Cc1ccsc1C(=O)NCCc1noc(-c2ccccc2)n1,23%
CNC(=O)c1ccc(N(Cc2ccc(C)cc2)S(C)(=O)=O)cc1,0%
CCc1noc(C)c1C(=O)N1CCCC(CO)(CC=C(C)C)C1 (stereo not given),50%[activator]
O=C(c1ccc(-c2ccc(N3CCCCC3)nc2)cc1)N1CCCC1,6%

# In the list so far, 4 have bromine:
SMILES,12-LOX inh
COc1cccc(C(=O)NN2CC(O)=C(c3nc(-c4ccc(Br)cc4)cs3)C2=N)c1,u
Cc1cc(Br)ccc1NC(=O)CNC(=O)c1cc(=O)c2ccccc2o1,u
C[C@@H]1CN([C@H](C)CO)S(=O)(=O)c2ccc(Br)cc2O[C@@H]1CN(C)C(=O)Nc1ccc(C(F)(F)F)cc1,-15%
O=C(COc1ccc(Br)cc1)N1CCC(c2ccccc2)=N1,24%

# Further results.
SMILES,12-LOX inh
COc1ccc2nc3n(c2c1)[C@@H](CNS(=O)(=O)c1ccccc1)COC3,9%[176 µM]
CC(=O)Nc1ccc(NC(=O)c2ccc3sc([C@H]4C[C@H](O)[C@@H](CO)O4)nc3c2)cc1,u
CCn1ccc(C(=O)N2CCC(c3nn(C)c(=O)n3CCc3ccccc3)CC2)n1,44%[activator]
CNc1nc(C(=O)N2C[C@@H](C(=O)O)[C@H](c3ccc4c(c3)OCO4)C2)cs1,u
CCn1c(=O)n(CC)c2cc(Sc3ccccc3)c(NC(=O)c3ccccc3OC)cc21,-3%
O=C1CC2(CCN(Cc3ccc(C(F)(F)F)cc3)C2)Nc2ccccc2N1 (stereo not given),2%[6.33 µM]
O=C1NCc2ccccc2CC12CCN(Cc1ccc(Cl)s1)CC2,u
O=C(NCc1ccc(F)cc1)N1CCCC(Cc2noc(-c3ccccn3)n2)C1 (stereo not given),11%
C=CCN1CCC2(CCC1=O)CN(C1CCN(CC)CC1)CCN2C (stereo not given),0%
CCS(=O)(=O)c1ccc(NCc2cccc(F)c2)cc1,-29%
C=C(C)CSC1=C(C#N)C(c2ccc(C(C)C)cc2)CC(=O)N1 (stereo not given),u
Cc1cccc(N2CCN(C(=O)CCc3ccnc(N4CCCC4)c3)CC2)c1,7%
COc1ccc(CCC(=O)N[C@@H]2CN(c3ncccn3)C[C@H]2CO)cc1,-24%
C[C@H](c1ccc(F)cc1CCCC(=O)O)N(c1cc(F)ccc1F)S(=O)(=O)c1ccc(Cl)cc1,u
O=C(NCc1nc(-c2ccccn2)no1)C1COc2ccccc2C1 (stereo not given),-11%
C[C@@H]1CN([C@H](C)CO)C(=O)c2cc(Br)cnc2O[C@H]1CN(C)C(=O)CC1CC1,4%
CCCCN(Cc1cc2cc(OC)ccc2[nH]c1=O)S(=O)(=O)c1ccccc1,0%
COc1ccc(C(=O)/C(C#N)=C\c2cc(Br)ccc2OC)cc1,u
Cc1ccc(-c2cc(-c3ccc(C)c(C)c3)[nH]n2)cc1C,25%
COc1ccc2c(C)c(CCC(=O)NCc3ccc(S(N)(=O)=O)cc3)c(=O)oc2c1C,4%
O=C(CN1C(=O)NC2(CCCCC2)C1=O)Nc1ccc(F)c(F)c1,22%
CN1CC(=O)N(C2CCCNC2)Cc2c1ncnc2N1CCN(CC2CCCCC2)CC1 (stereo not given),-12%[6.33 µM]
COc1ccc(C(=O)N2C[C@@H](Oc3ccccc3)C[C@H]2C(=O)NC2CC2)c(OC)c1,1%
O=C1/C(=C/c2cccc(Br)c2)CCc2ccccc21,-21%
O=C(c1coc(COc2ccc(F)cc2Cl)n1)N1C[C@H]2CC[C@H]1C2,14%
CCCn1c(SCCC(=O)O)nc2c1c(=O)[nH]c(=O)n2C,u
O=c1oc2ccc(Br)cc2cc1-c1csc(Nc2ccccc2)n1,u

# From PubChem
